Source: PubChem BioAssay (National Center for Advancing Translational Sciences (NCATS))
CBFb RUNX1 block – blocks binding between human CBF-beta and RUNX1 | Q01196+Q13951 | AlphaScreen CBFb-His/RUNX1-biotin binding, biochemical | Potency, µM (doses to about 59.8 µM), for inactives: at the top dose activity, negative = inhibition, usual class: inhibitors | 230,000 tested, under 10 active | AID 1477; note: % of control where 0% means no effect
Target sequence (Q01196 whole entry, looked up): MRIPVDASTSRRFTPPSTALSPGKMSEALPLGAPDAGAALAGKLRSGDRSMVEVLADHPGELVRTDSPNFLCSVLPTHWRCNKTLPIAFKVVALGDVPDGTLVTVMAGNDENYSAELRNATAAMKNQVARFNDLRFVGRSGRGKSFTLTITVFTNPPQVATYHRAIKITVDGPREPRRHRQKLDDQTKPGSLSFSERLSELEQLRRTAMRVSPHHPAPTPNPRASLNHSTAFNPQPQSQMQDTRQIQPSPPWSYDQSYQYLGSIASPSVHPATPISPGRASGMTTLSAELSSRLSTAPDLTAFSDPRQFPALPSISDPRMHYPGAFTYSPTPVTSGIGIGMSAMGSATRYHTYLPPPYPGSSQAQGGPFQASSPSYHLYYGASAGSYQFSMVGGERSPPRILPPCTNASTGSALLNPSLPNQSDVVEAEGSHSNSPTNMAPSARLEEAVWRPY
Target sequence (Q13951 whole entry, looked up): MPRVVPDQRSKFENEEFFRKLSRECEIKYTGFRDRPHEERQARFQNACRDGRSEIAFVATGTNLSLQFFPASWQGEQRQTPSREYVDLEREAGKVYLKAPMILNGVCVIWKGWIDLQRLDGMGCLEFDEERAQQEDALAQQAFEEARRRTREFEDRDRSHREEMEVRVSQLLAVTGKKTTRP
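His-tagged CBF-beta and biotinylated RUNX1 (30 nM each) were premixed 20 min at room temperature, exposed to compound for 15 min, then given nickel-chelate and streptavidin AlphaScreen beads (50 ng each). After 90 min, AlphaScreen signal was read.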
HTT aggregate – inhibitors of mutant huntingtin aggregate formation in PC12 cells; AID 1688; Potency, µM (top dose mostly 46.1 µM), for inactives: top-dose activity change, negative = inhibition, actives largely listed as inhibitors; PC12 HttQ103-GFP aggregates, Acumen cytometry, 40 h; 220,000 tested, 1.1% active; note: potency is the fitted concentration of half-maximal effect; % is set by controls: 0 for no effect and ±100 for the full control effect; nearly all actives have a fitted effect of over 60% in size
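Steps: seed 1500 PC12 HTTQ103-GFP cells/well; add tebufenozide, 100 nM final; add compound titration; add ATPLite reagent; quantify GFP aggregates by laser scanning cytometry.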
KinaseGlo FLuc – blocks Kinase-Glo luciferase, a counter-screen artifact | Q27757 | Kinase-Glo luciferase, ATP luminescence, 8 min | Potency, µM (titrated, usually from 38.3 µM), inactives show top-dose activity change, negative = inhibition, most hits filed as inhibitors | 200,000 tested, 0.28% active | AID 1379; note: potency is the fitted concentration of half-maximal effect; % is set by controls: 0 for no effect and ±100 for the full control effect; nearly all actives have a fitted effect of over 60% in size
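Kinase-Glo luciferase light output from ATP and luciferin was measured with 10 uM ATP, within the enzyme's linear range. Buffer: 50 mM imidazole pH 7.2, 50 mM KCl, 7 mM MgCl2, 0.01% Tween 20, 0.05% BSA; luminescence read after 8 min at ambient temperature.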
Epigenetic derep – derepresses silenced GFP reporter in murine cells. murine LDR cells, GFP reporter derepression, 30 h. Potency, µM (top dose mostly 53.9 µM), for the others: at the highest dose GFP activation, most hits filed as activators. 280,000 tested, 0.2% active; note: potency is the fitted concentration of half-maximal effect; % of control where 0% means no effect; nearly all actives have a fitted effect of over 60% in size
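GFP-positive cell count by laser-scanning cytometry (objects 20–120 um) after 30 h, 37 C compound exposure of murine LDR cells; reporter is CMV-GFP integrated at a silenced locus, inducible by HDAC or DNMT inhibitors.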
L3MBTL1 block – inhibitors of human L3MBTL1; AlphaScreen L3MBTL1–H3K9me1 peptide binding; Potency, µM (titrated, usually from 57.1 µM), without a hit: at the top dose activity, negative = inhibition, most hits filed as inhibitors; 230,000 tested, 0.66% active; note: potency is the fitted concentration of half-maximal effect; % is set by controls: 0 for no effect and ±100 for the full control effect; nearly all actives have a fitted effect of over 60% in size
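First, the protein-peptide complex forms for 30 min at room temperature (L3MBTL1 50 nM, biotinylated H3K9me1 peptide 75 nM). Next, compounds are pin-transferred and incubated 30 min. Finally, AlphaScreen beads are added and read after 30 min.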
IMPase Li cell – cell-permeable IMPase inhibitors with lithium potentiation | Potency, µM (doses to about 59.4 µM), inactives show at the top dose activity, negative = IMPase inhibition, most hits filed as inhibitors | 210,000 tested, 0.35% active | CHO-M1 cells, IP1 TR-FRET (IP-One), carbachol + lithium;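 note: IP1 builds up when IMPase is blocked and the TR-FRET signal falls; potency is the fitted concentration of half-maximal effect; plate controls were basal vehicle for no effect and high inhibitor control for full effect; nearly all actives have a fitted effect of over 50% in size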
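Readout is a homogeneous TR-FRET IP1 immunoassay (Ex 320, Em 665 and 620), where raised cytosolic IP1 lowers signal. Cells were CHO-M1 treated 30 min at 37C with test compounds plus a little lithium; AC50 values came from Hill-equation fitting.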
NPSR antag – neuropeptide S receptor (human) antagonism, cAMP. Q6W5P4. Potency, µM (series often up to 38.3 µM), for the others: top-dose activity change, negative = inhibition, most hits filed as inhibitors. 220,000 tested, 1% active. CHO-NPSR cells, cAMP TR-FRET, antagonist mode; note: potency is the fitted concentration of half-maximal effect; % is set by controls: 0 for no effect and ±100 for the full control effect; nearly all actives have a fitted effect of over 50% in size; many of its hits are not listed in these tables
Target sequence (Q6W5P4 whole entry, looked up): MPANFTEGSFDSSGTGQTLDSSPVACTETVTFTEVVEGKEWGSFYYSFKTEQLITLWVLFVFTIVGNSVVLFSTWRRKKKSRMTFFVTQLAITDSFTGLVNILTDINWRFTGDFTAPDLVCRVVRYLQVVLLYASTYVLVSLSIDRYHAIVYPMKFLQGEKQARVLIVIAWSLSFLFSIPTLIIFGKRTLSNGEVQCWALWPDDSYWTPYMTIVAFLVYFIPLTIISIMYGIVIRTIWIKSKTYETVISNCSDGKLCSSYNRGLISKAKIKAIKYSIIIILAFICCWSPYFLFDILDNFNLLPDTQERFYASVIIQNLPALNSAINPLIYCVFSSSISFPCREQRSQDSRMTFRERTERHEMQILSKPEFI
* = called active by the depositor; & = joins results of further samples; [ ] = another dose, or the depositor's remark. Calls come from the whole dose curve; as a rule, active = well fitted curve in the direction sought with a large enough effect; inconclusive = small, poorly fitted or top-dose-only effect, or another doubt; inactive = no such curve, though single readings can be large; an effect the other way counts as inactive or inconclusive. The list is partial; the hit share may differ from the screen's.

How did CN1C(=O)/C(=C/c2cn(CC(=O)NCc3ccco3)c3ccccc23)NC1=S do in these assays?
CBFb RUNX1 block: 4.1%; HTT aggregate: -0.5%[9.22 µM]; KinaseGlo FLuc: 0.0%; Epigenetic derep: inconclusive; L3MBTL1 block: -2.2%; IMPase Li cell: 29.8%; NPSR antag: 33.4%

Results for C=CCn1c(-c2c(C)nc3cc(C)ccn23)n[nH]c1=S ?
CBFb RUNX1 block: -5.4%; HTT aggregate: 0.2%; KinaseGlo FLuc: -4.2%; Epigenetic derep: 0.1%; L3MBTL1 block: 5.0%; IMPase Li cell: -0.1%; NPSR antag: 7.2%

What do the screens show for `CSCCCNC(=S)Nc1ccc(N2CCOCC2)cc1`?
CBFb RUNX1 block: 7.7%; HTT aggregate: -7.4%; KinaseGlo FLuc: -0.4%; Epigenetic derep: -1.1%; IMPase Li cell: -3.1%; NPSR antag: -2.2%

How did Cc1nn(S(=O)(=O)N2CCOCC2)c(C)c1Br do in these assays?
CBFb RUNX1 block: 1.6%; KinaseGlo FLuc: -2.5%; Epigenetic derep: 1.1%; L3MBTL1 block: -0.8%; IMPase Li cell: -5.0%; NPSR antag: 3.9%

What do the screens show for `O=C(COC(=O)CCc1ccc(S(=O)(=O)N2CCOCC2)cc1)Nc1ccc(Cl)cn1`?
CBFb RUNX1 block: 2.3%&0.0%; HTT aggregate: 2.0%; KinaseGlo FLuc: -2.4%; Epigenetic derep: -1.0%&1.0%; IMPase Li cell: 15.1%[38.3 µM]; NPSR antag: inconclusive

What do the screens show for `O=C(Cn1cc(C(F)(F)F)ccc1=O)N1CCN(S(=O)(=O)c2ccccc2)CC1`?
CBFb RUNX1 block: -1.3%; HTT aggregate: 4.1%; KinaseGlo FLuc: -9.0%; Epigenetic derep: 0.0%; L3MBTL1 block: 8.8%; IMPase Li cell: -5.9%[38.3 µM]; NPSR antag: -8.4%[46.1 µM]

Results for N#Cc1c(-c2ccccc2)ccnc1N1CCOCC1 ?
CBFb RUNX1 block: 2.7%; HTT aggregate: 21.7%[9.22 µM]; KinaseGlo FLuc: 1.4%; Epigenetic derep: -1.3%; L3MBTL1 block: 17.0%; IMPase Li cell: -1.6%; NPSR antag: 5.5%

Results for CCCNC(=O)NC(=O)CSc1nc2ccccc2n1CC(C)C ?
CBFb RUNX1 block: 4.0%; HTT aggregate: -6.3%[9.22 µM]; KinaseGlo FLuc: -0.6%; Epigenetic derep: 0.2%; L3MBTL1 block: 3.6%; IMPase Li cell: -2.4%[38.3 µM]; NPSR antag: -20.7%[46.1 µM]

Results for COc1ccc(/C=C/C(=O)NC(=S)NNC(=O)c2cccnc2)cc1 ?
CBFb RUNX1 block: inconclusive; HTT aggregate: -31.3%; KinaseGlo FLuc: 2.2%; Epigenetic derep: -0.1%; L3MBTL1 block: 14.1%; IMPase Li cell: -1.7%; NPSR antag: -25.7%

How did Brc1c(CSc2nncn2-c2ccccc2)nc2ncccn12 do in these assays?
CBFb RUNX1 block: 0.9%; HTT aggregate: -8.8%; KinaseGlo FLuc: -1.6%; Epigenetic derep: 4.9%; L3MBTL1 block: -8.4%; IMPase Li cell: -11.3%[38.3 µM]; NPSR antag: -18.0%[46.1 µM]

How did COc1ccc(CNC(=O)CSc2ncnc3ccccc23)cc1OC do in these assays?
CBFb RUNX1 block: 5.6%; HTT aggregate: 2.4%; KinaseGlo FLuc: 7.6%; Epigenetic derep: 4.7%; L3MBTL1 block: inconclusive; IMPase Li cell: 11.5%; NPSR antag: -5.8%

How did COc1ccc(C(=O)NC(=S)Nc2cccc(Cl)c2N2CCOCC2)cc1[N+](=O)[O-] do in these assays?
CBFb RUNX1 block: 8.7%; HTT aggregate: -2.5%; KinaseGlo FLuc: -3.6%; Epigenetic derep: -1.7%; L3MBTL1 block: -4.9%; IMPase Li cell: -4.7%[38.3 µM]; NPSR antag: inconclusive

What do the screens show for `Cc1cccn2c(=O)c3cc(C#N)c(=O)n(Cc4cccnc4)c3nc12`?
CBFb RUNX1 block: 1.4%; HTT aggregate: 13.1%; KinaseGlo FLuc: -1.0%; Epigenetic derep: -2.5%; L3MBTL1 block: 11.4%; IMPase Li cell: 0.0%[38.3 µM]; NPSR antag: -13.1%[46.1 µM]

What do the screens show for `CC(OC(=O)C1CCCCC1)C(=O)Nc1cccc(Cl)c1` (stereo unspecified)?
CBFb RUNX1 block: -11.1%; HTT aggregate: 11.0%; KinaseGlo FLuc: -0.8%; Epigenetic derep: -2.9%; L3MBTL1 block: 20.1%; IMPase Li cell: 7.6%; NPSR antag: -1.6%

What do the screens show for `O=C(ONc1ccc(N=NC(=O)c2ccccc2O)cc1)c1ccccc1`?
CBFb RUNX1 block: -5.0%; HTT aggregate: inconclusive; KinaseGlo FLuc: -2.7%; Epigenetic derep: 1.2%; L3MBTL1 block: -7.8%; IMPase Li cell: 4.0%; NPSR antag: 0.1%[46.1 µM]

Results for CC(=O)C(C)Oc1ccc(Cc2ncc(C(F)(F)F)cc2Cl)cc1 (stereo unspecified) ?
CBFb RUNX1 block: 18.6%; HTT aggregate: 13.0%; KinaseGlo FLuc: 0.5%; Epigenetic derep: -2.1%; L3MBTL1 block: 21.6%; IMPase Li cell: -0.3%; NPSR antag: -25.8%

What do the screens show for `COc1cccc(C(=O)Oc2ccc3c(C)cc(=O)oc3c2C(C)=O)c1`?
CBFb RUNX1 block: -4.2%; HTT aggregate: -2.2%; KinaseGlo FLuc: -2.8%; Epigenetic derep: 0.9%; L3MBTL1 block: -13.7%; IMPase Li cell: -7.7%; NPSR antag: 15.9%

What do the screens show for `CC(=O)N(CC(C)(C)CC=C(C)C)c1ccccc1`?
CBFb RUNX1 block: 1.0%; HTT aggregate: -5.9%; KinaseGlo FLuc: -3.2%; Epigenetic derep: -4.4%; L3MBTL1 block: 49.0%[activator]; IMPase Li cell: 10.6%[38.3 µM]; NPSR antag: -12.8%[46.1 µM]

Results for CCc1ccc(C2CC(c3ccccc3)Nc3nc(N)nn32)cc1 (stereo unspecified) ?
CBFb RUNX1 block: 16.5%; HTT aggregate: 5.5%[9.22 µM]; Epigenetic derep: -1.2%; L3MBTL1 block: 2.4%; IMPase Li cell: -0.6%; NPSR antag: -25.9%

How did Cc1ccc(S(=O)(=O)CCC(=O)OCc2ccc(S(=O)(=O)C(C)C)cc2)cc1 do in these assays?
CBFb RUNX1 block: -4.1%; HTT aggregate: -10.1%[9.22 µM]; KinaseGlo FLuc: 2.5%; Epigenetic derep: -1.5%; L3MBTL1 block: -0.7%; IMPase Li cell: 10.1%; NPSR antag: 5.2%

Results for CCC(C)NC(=O)CC1Oc2ccc(Cl)cc2NC1=O (stereo unspecified) ?
CBFb RUNX1 block: 1.3%; HTT aggregate: 18.9%; KinaseGlo FLuc: -1.5%; Epigenetic derep: -0.4%; IMPase Li cell: -4.9%[38.3 µM]; NPSR antag: -3.3%[46.1 µM]

Results for COc1ccc(-c2ccc3c(n2)sc2c(=O)[nH]c(=O)[nH]c23)cc1OC ?
CBFb RUNX1 block: 1.3%; HTT aggregate: 3.1%; KinaseGlo FLuc: 0.0%; Epigenetic derep: 11.2%; L3MBTL1 block: -6.6%; IMPase Li cell: inconclusive; NPSR antag: -32.3%

How did COc1ccc(C(=O)Nc2ncc3c(n2)CC(C)CC3=O)cc1 (stereo unspecified) do in these assays?
CBFb RUNX1 block: 10.2%; HTT aggregate: 10.3%[9.22 µM]; KinaseGlo FLuc: -4.9%; Epigenetic derep: -0.6%[10.1 µM]; L3MBTL1 block: 0.3%; IMPase Li cell: -2.7%; NPSR antag: 2.0%

Results for COCCCNC(=O)CN(C1CCCCC1)S(=O)(=O)c1ccc(C)cc1 ?
CBFb RUNX1 block: -2.3%; HTT aggregate: 19.0%; KinaseGlo FLuc: -6.3%; Epigenetic derep: -1.9%; L3MBTL1 block: -0.8%; IMPase Li cell: 6.8%[38.3 µM]; NPSR antag: inconclusive

Results for Cc1csc(NC(=O)CSc2ncnc3c2cnn3-c2ccccc2Cl)n1 ?
CBFb RUNX1 block: 11.5%; HTT aggregate: -10.4%; KinaseGlo FLuc: -1.6%; Epigenetic derep: 0.9%; L3MBTL1 block: -1.3%; IMPase Li cell: 8.1%; NPSR antag: -9.6%[46.1 µM]

How did O=C1CCN(S(=O)(=O)c2ccccc2)CCN1CCOCc1cccc(F)c1 do in these assays?
CBFb RUNX1 block: 7.3%; HTT aggregate: 2.0%[9.22 µM]; Epigenetic derep: 1.3%; NPSR antag: -0.5%

Results for COc1cc2c(cc1OC)CN(C(=O)/C=C/c1cccs1)CC2 ?
CBFb RUNX1 block: -0.3%; HTT aggregate: -35.8%[9.22 µM]; Epigenetic derep: -0.9%; L3MBTL1 block: -1.4%; NPSR antag: -30.7%

What do the screens show for `CC(/C=N/Nc1nncc(=O)[nH]1)=C\c1ccccc1`?
CBFb RUNX1 block: 0.3%; HTT aggregate: 3.1%; KinaseGlo FLuc: 3.3%; Epigenetic derep: -1.0%; L3MBTL1 block: 4.6%; IMPase Li cell: -2.9%; NPSR antag: 4.4%

What do the screens show for `CCOC(=O)Cc1csc(NC(=O)/C=C\c2ccccc2Cl)n1`?
CBFb RUNX1 block: -0.6%; HTT aggregate: -7.8%[9.22 µM]; KinaseGlo FLuc: -1.1%; Epigenetic derep: 5.9%; L3MBTL1 block: -0.1%; IMPase Li cell: 9.1%; NPSR antag: 22.7%

What do the screens show for `COc1ccc(-c2ccc(SCC(=O)c3cccs3)nn2)cc1OC`?
CBFb RUNX1 block: -5.5%; HTT aggregate: 4.7%[9.22 µM]; KinaseGlo FLuc: 0.9%; Epigenetic derep: -5.1%; L3MBTL1 block: -2.1%; IMPase Li cell: 22.2%; NPSR antag: -3.6%

What do the screens show for `Brc1cccc(C2CC(c3ccccc3)n3nnnc3N2)c1` (stereo unspecified)?
CBFb RUNX1 block: -5.1%; HTT aggregate: 11.9%; Epigenetic derep: 2.2%; L3MBTL1 block: -5.1%; NPSR antag: inconclusive

What do the screens show for `COc1cccc(C(=O)NCCSc2c(C)[nH]c3ccccc23)c1OC`?
CBFb RUNX1 block: -9.0%; HTT aggregate: -30.3%[9.22 µM]; Epigenetic derep: -0.3%; NPSR antag: -8.6%
